GAA inh – inhibitors of human lysosomal alpha-glucosidase; P10253; purified human GAA, 4-MU-alpha-glucoside fluorescence; Potency, µM (doses to about 76.9 µM), without a hit: top-dose activity change, negative = inhibition, actives largely listed as inhibitors; 200,000 compounds, 0.005% hits; AID 1466;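 note: plate controls were uninhibited enzyme wells for no effect and no-enzyme background for full effect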
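Fluorogenic assay: 4 nM human alpha-glucosidase with 400 uM 4-methylumbelliferyl-alpha-D-pyranoside in 50 mM citrate/phosphate, 0.005% Tween-20, pH 5.0, 20 min at room temperature. Compounds tested up to 77 uM; AC50 from Hill fits.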
GAA spleen mod – lysosomal alpha-glucosidase (human) modulation. 240,000 compounds, 0.006% hits. human spleen homogenate, 4-MU-alpha-glucoside fluorescence. Potency, µM (series often up to 79.9 µM), for the others: at the top dose activity change, negative = inhibition, most hits filed as inhibitors. AID 2112. P10253;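 note: 0% = enzyme with vehicle and -100% = no enzyme basal signal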
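AC50 values come from Hill-equation fits of concentration-response data, normalized to no-enzyme and full-activity controls. Enzyme source: 1 ug human spleen homogenate; 1 mM fluorogenic 4-MU glucoside, pH 5.0 citrate buffer, 37 C, 40 min.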
GoLoco inh red – inhibitors of human Gai1-RGS12 GoLoco interaction (red fluorophore); P63096; Gai1:RGS12 GoLoco peptide FP, rhodamine, 10 min; Potency, µM (highest dose often 61.6 µM), for the others: at the top dose activity, negative = inhibition, most hits filed as inhibitors; 230,000 compounds, 0.44% hits; AID 880; active = well fitted inhibition curve with a large enough effect, not every such curve was filed as active; inactive = no such curve, though single readings can be large or run the other way; note: nearly all actives have a fitted effect of over 30% in size; many of its hits are not listed in these tables
Target sequence (P63096 whole entry, looked up): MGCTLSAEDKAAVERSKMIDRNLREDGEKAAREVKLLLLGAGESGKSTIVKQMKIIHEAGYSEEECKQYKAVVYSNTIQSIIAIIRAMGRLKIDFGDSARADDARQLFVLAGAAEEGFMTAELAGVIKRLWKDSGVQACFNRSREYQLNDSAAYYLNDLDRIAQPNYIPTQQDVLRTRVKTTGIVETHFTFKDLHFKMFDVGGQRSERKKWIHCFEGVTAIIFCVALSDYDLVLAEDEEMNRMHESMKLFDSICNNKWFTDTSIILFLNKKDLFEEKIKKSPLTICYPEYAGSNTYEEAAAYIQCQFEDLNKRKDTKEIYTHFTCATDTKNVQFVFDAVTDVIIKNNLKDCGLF
RECQ1 helicase – RECQ1 (human) helicase inhibition. P46063. RECQ1 DNA unwinding, red fluorescence kinetic read. Potency, µM (series often up to 57.3 µM), inactives show top-dose activity, negative = inhibition, usual class: inhibitors. 240,000 compounds, 0.54% hits. AID 2549;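 note: plate controls were vehicle for no effect and no enzyme for full effect; nearly all actives have a fitted effect of over 30% in size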
Target sequence (P46063 whole entry, looked up): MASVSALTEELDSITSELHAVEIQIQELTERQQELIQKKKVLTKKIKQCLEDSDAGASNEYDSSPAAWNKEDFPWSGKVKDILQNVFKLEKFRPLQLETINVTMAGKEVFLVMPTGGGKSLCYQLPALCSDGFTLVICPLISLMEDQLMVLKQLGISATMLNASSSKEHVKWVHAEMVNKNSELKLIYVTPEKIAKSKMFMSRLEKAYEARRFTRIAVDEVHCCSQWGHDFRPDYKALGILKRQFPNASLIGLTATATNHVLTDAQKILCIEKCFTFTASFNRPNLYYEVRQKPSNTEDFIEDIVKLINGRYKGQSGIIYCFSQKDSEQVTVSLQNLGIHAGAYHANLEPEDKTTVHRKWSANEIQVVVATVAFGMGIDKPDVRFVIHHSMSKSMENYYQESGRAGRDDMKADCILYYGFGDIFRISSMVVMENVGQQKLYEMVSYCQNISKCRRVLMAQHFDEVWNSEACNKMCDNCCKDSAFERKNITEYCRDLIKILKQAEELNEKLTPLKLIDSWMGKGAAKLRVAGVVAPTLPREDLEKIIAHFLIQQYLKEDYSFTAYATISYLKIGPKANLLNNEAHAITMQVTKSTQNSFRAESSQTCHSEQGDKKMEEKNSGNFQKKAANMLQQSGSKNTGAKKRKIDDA
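RECQ1T1 50 nM; forked duplex (20 bp + 30-nt ss tails) 200 nM, ATP 2 mM final; pH 8.0, 2 mM MgCl2, 2.5 ug/ml poly(dI-dC); 15 min compound preincubation; discontinuous kinetic read over 2 h at RT.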
TR SRC2 fluor cs – Texas Red fluorescence interference in TRb-SRC2 counter-screen | 280,000 compounds, 0.29% hits | TRb/SRC2 Texas Red total fluorescence interference | Potency, µM (titrated, usually from 106 µM), for inactives: at the top dose fluorescence change, negative = quenching; active = well fitted curve in either direction with a large enough effect; inconclusive = small, poorly fitted or top-dose-only effect
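Flags fluorescent or light-absorbing compounds by total fluorescence, S + 2P, at 555 nm excitation and 632 nm emission. Mixture: 20 nM Texas Red SRC2 peptide, 0.6 uM human TRb LBD, 1 uM T3, 5% DMSO; compound exposure 5 h at ambient temperature.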
TRb-SRC2 inh – disrupts binding of human TR beta to SRC2. 280,000 compounds, 0.065% hits. Potency, µM (titrated, usually from 106 µM), for inactives: at the top dose activity change, negative = inhibition, most hits filed as inhibitors. TRbeta-SRC2 peptide binding, fluorescence polarization; receptor liganded with 1 µM T3;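 note: plate controls were bound peptide for no effect and peptide without receptor for full effect; nearly all actives have a fitted effect of over 50% in size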
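Fluorescence polarization of 20 nM Texas Red SRC2 peptide with 0.6 uM human TRb ligand-binding domain, in Tris buffer with 1uM T3 and 5% DMSO. Incubated 5 hr ambient; normalized to unbound and bound controls.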
GAA glycogen – alters human alpha-glucosidase cleavage of glycogen; recombinant GAA, glycogen substrate, Amplex Red glucose oxidase fluorescence; 300,000 compounds, 0.38% hits; AID 2100; Potency, µM (titrated, usually from 76.4 µM), inactives show top-dose activity change, negative = inhibition, most hits filed as inhibitors;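 note: 0% = full enzyme reaction and -100% = no-enzyme basal signal; the screen sought inhibitors and activators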
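Recombinant human alpha-glucosidase (4 nM final) hydrolysed bovine liver glycogen (30 ug) for 40 min at 37 C in pH 5.0 citrate/phosphate with 0.01% Tween-20. Released glucose detected by glucose oxidase/Amplex Red, Ex 573/Em 610 nm. Compounds up to 77 uM; AC50 from Hill fits.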
L3MBTL1 block – inhibitors of human L3MBTL1 | Q9Y468 | Potency, µM (top dose mostly 57.1 µM), without a hit: at the highest dose activity, negative = inhibition, hits mostly inhibitors | AlphaScreen L3MBTL1–H3K9me1 peptide binding | 230,000 compounds, 0.66% hits | AID 485360; note: nearly all actives have a fitted effect of over 60% in size
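L3MBTL1 (50 nM) pre-complexed 30 min with biotinylated H3(1-15)K9me1 peptide (75 nM), then compounds added for 30 min at room temperature; AlphaScreen streptavidin donor/nickel chelate acceptor beads (10 ug/mL final) read after 30 min dark incubation.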
* marks the source's active call; other numbers are inactive results; i = inactive; u = inconclusive; x = not tested or not shown; [ ] = another dose, or the depositor's remark. Unless noted, calls come from the whole dose curve; as a rule, active = well fitted curve in the direction sought with a large enough effect; inconclusive = small, poorly fitted or top-dose-only effect, or another doubt; inactive = no such curve, though single readings can be large; an effect the other way counts as inactive or inconclusive. Unless noted, % is set by controls: 0 for no effect and ±100 for the full control effect; potency is the fitted concentration of half-maximal effect. Some of the compounds tested. The share of hits here may be higher or lower than overall.

SMILES	GAA inh	GAA spleen mod	GoLoco inh red	RECQ1 helicase	TR SRC2 fluor cs	TRb-SRC2 inh	GAA glycogen	L3MBTL1 block
CCOC(=O)c1ccc(NC(=S)NCC(O)c2ccccc2)cc1 (stereo not drawn)	-12%	-2%	x	-9%	-2%	-2%	-6%	3%
COC(=O)Cn1c(=NC(=O)CN2C(=O)CCC2=O)sc2cc(S(N)(=O)=O)ccc21	1%	-8%	2%	0%	1%	-8%	3%	3%
O=C(NC(=S)NCc1nc2ccccc2[nH]1)c1ccc(F)cc1	-4%	8%	8%	-6%	-2%	-3%	u	-3%
CCCCSc1nnc2c(n1)[nH]c1ccccc12	4%	-11%	6%	-2%	-6%	8%	3%	x
Cn1c(SCC(=O)NCc2ccccc2)nnc1C1CC1	0%	-3%	6%	i	0%	4%	3%	-3%
CC1=C(C(=O)OCc2ccccc2)C(c2ccco2)n2ncnc2N1 (stereo not drawn)	5%	9%	-4%	1%	-4%	-3%	0%	-13%
COCCn1c(-c2ccc(OC)cc2)cnc1SCC(=O)Nc1cccc2ccccc12	14%	-2%	0%	-7%	-2%	-2%	-1%	u
O=C(COC(=O)/C=C/c1cccc(C(F)(F)F)c1)Nc1cccc2ccccc12	3%	-5%	-4%	1%	-3%	-3%	3%	2%
O=C(NCc1ccco1)c1ccc(Cn2cc([N+](=O)[O-])cn2)o1	5%	-6%	17%	1%	0%	5%	-3%	x
Cc1cccc(SCC(=O)Nc2ccccc2[N+](=O)[O-])c1	-7%	-2%	-9%	-6%	-2%	2%	-11%	-4%
Cn1c(=O)oc2cc(S(=O)(=O)N3CCN(c4ccccc4)CC3)ccc21	-1%	-1%	118%[activator]	-3%	1%	8%	2%	-8%
CCN[C@@H]1CN(CCCOC)S(=O)(=O)c2sc(S(N)(=O)=O)cc21	x	-7%[29.1 µM]	5%[21.6 µM]	i	-2%[53 µM]	-3%[53 µM]	x	x
COC(=O)COc1ccc(NS(=O)(=O)c2cccc([N+](=O)[O-])c2)cc1	4%	4%	22%	i	-1%	2%	-19%	-7%
COc1ccc(-c2c(C(C)=O)c(C)nc3sc4c(=O)n(-c5ccc(C)cc5)nnc4c23)cc1	-2%	-14%	11%	-5%	-3%	0%	-1%	-3%
O=c1c2nnn(Cc3ccc(Cl)cc3)c2ncn1Cc1ccc(F)cc1	u	1%	-2%	-2%	-4%	6%	-2%	10%
Cc1cc([N+](=O)[O-])nn1CCCC(=O)Nc1c(C)n(C)n(-c2ccccc2)c1=O	2%	0%	-3%	-1%	0%	1%	0%	16%
CCC(=O)C(C(=O)OC)[C@H](CCc1ccccc1)NC(=O)OC (stereo partly drawn)	x	-9%	-2%	u	-1%	8%	x	x
CCOC(=O)N1CCN(C(=O)C2CCN(CC3CCCCC3)CC2)CC1	5%	-8%	2%	-2%	-3%	6%	10%	0%
COC(=O)CCNCCSc1nnc(-c2ccco2)n1Cc1ccccc1	x	0%	0%	i	-2%	3%	8%	x
CN(N=O)C(=O)N[C@H]1[C@@H](O)[C@H](O)[C@H](CO)O[C@@H]1O	x	-4%[29.1 µM]	1%[21.6 µM]	-5%[25.9 µM]	-3%[53 µM]	5%[53 µM]	x	x
O=C(Cn1cnc2c(nnn2Cc2ccccc2)c1=O)c1ccc(Cl)cc1	0%	-8%	-1%	-3%	-1%	-1%	1%	-11%
Cc1cc(C(=O)COc2cccnc2[N+](=O)[O-])c(C)n1-c1ccccc1F	x	9%	4%	i	2%	7%	4%	x
Cn1nc(C(C)(C)C)cc1C(=O)O	-3%	3%	11%	-6%	-2%	1%	24%	7%
COc1ccc(Nc2cc(C(=O)NCCCN3CCN(C)CC3)c3ccccc3n2)c(OC)c1	-9%	-22%	-1%	-11%	-2%	7%	-6%	-23%
O=C(NCCCN1CCCCCC1)C1CC(=O)N(C2CCCC2)C1 (stereo not drawn)	0%	0%	6%	-10%	0%	-15%	16%	47%[activator]

(listing goes on)
SMILES	GAA inh	GAA spleen mod	GoLoco inh red	RECQ1 helicase	TR SRC2 fluor cs	TRb-SRC2 inh	GAA glycogen	L3MBTL1 block
CCSc1nc(-c2ccc(OC)cc2)cc(-c2ccc(OC)cc2)c1C#N	u	-4%	8%	-6%	0%	4%	-3%	x
CCN(CC(=O)Nc1ccccc1Br)C1CCCCC1	-8%	5%	6%	-3%	-6%	0%	1%	x
CCOC(=O)CCC(=O)Nc1ccc(S(=O)(=O)N2CCC(C)CC2)cc1	-3%	-16%	14%	-7%	-2%	-8%	5%	-1%
O=C(CSc1nnc2ccccn12)NNC(=O)c1ccc([N+](=O)[O-])cc1	x	-2%	0%	i	-5%	-1%	-8%	x
COC(=O)c1sc(C(C)(C)C)cc1CS(=O)(=O)c1ccc(Cl)cc1	x	0%	5%	-11%	-1%	-2%	-3%	11%
COc1ccc(N2C(=O)c3ccccc3NC2c2ccc(OC)c(CN3CCOCC3)c2)cc1 (stereo not drawn)	x	5%	-6%	-3%	-2%	0%	2%	-10%
CCN(CC)S(=O)(=O)c1cccc(-c2nnc(SCC(N)=O)n2N)c1	x	-2%	-21%	i	-2%	1%	-2%	x
COC(=O)C/C=C/[C@@H](C)[C@H](OC)c1c(Br)ccc2c1OCO2	x	2%	-5%	i	-2%	0%	x	x
C=CCOc1c2ccc(C(=O)N(CC)c3ccc(OC)cc3)cc2nn1C	3%	2%	-9%	-16%	2%	-3%	-2%	-1%
COc1ccc(N2C(=O)CCC(C(=O)NCCN3CCOCC3)C2c2ccc(OC)c(OC)c2)cc1 (stereo not drawn)	-4%	3%	-16%	0%	-2%	-1%	-3%	-1%
O=C(O)CC1(Cc2nc(-c3cccs3)no2)CCCC1	-17%	-4%	-21%	-1%	-1%	0%	2%	x
COc1ccc(-c2cc(C3C4C=CCC(C)C4C(=O)N3Cc3ccccc3)ccc2F)cc1OC (stereo not drawn)	x	-8%	x	-10%	0%	-8%	x	x
O=C(CCCn1c(SCC(=O)c2ccc(F)cc2)nc2ccccc2c1=O)NCc1ccco1	10%	-4%	11%	i	0%	-9%	2%	2%
COc1cccc(/C=N/N2C(=O)C3C4c5ccccc5C(c5ccccc54)C3C2=O)c1OC (stereo not drawn)	1%	0%	6%	i	3%	-1%	7%	1%
CC(NC(=O)C1CCN(S(=O)(=O)c2cnc[nH]2)CC1)c1ccccc1 (stereo not drawn)	-3%	3%	7%	-11%	3%	1%	-6%	14%
CCCc1ncc(C(O)c2cccc3ccccc23)n1C (stereo not drawn)	u	-6%	-5%	-1%	3%	6%	2%	0%
COc1ccc(CC(=O)NCc2ccccc2)cc1S(=O)(=O)N1CCOCC1	0%	7%	-2%	-2%	4%	0%	5%	-1%
CC1(C)CC(=O)C2=C(C1)N(c1cccc(Cl)c1)C(=O)NC2(C(F)(F)F)C(F)(F)F	-22%	-6%	3%	-2%	0%	-6%	9%	9%
O=C(CSc1ccccc1C(=O)O)NCc1ccccc1	u	-17%	3%	-2%	-1%	-6%	-3%	8%
C#CC1(NC(=O)NC(C)(C)C)CCCCC1	x	3%	0%	i	-3%	4%	-3%	6%
C#CCOCCOCCOCCNc1nc(N2CCN(C(=O)[C@H]([C@@H](C)CC)n3cc([C@@H](N)Cc4ccc(O)cc4)nn3)CC2)nc(N2CCN(C(=O)[C@H](Cc3ccc(O)cc3)n3cc([C@@H](N)C(C)CC)nn3)CC2)n1 (stereo partly drawn)	x	-18%	9%	3%	0%	-3%	-11%	-14%
Cc1ccc(-c2nnn(CC(=O)NCc3ccccc3)n2)c(-n2cnnn2)c1	0%	-7%	-4%	-17%	0%	-11%	-1%	7%
Cc1ccc(C(=O)Nc2ccc(N3CCOCC3)cc2)cc1	-5%	7%	x	2%	1%	4%	3%	-6%
Cc1ccc(-c2c(C(=O)Nc3ccccc3C)c(C)[nH]c(=S)c2C#N)o1	13%	-3%	97%[activator]	i	1%	8%	-2%	-12%[2.29 µM]
O=C(Nc1nc(-c2ccccn2)cs1)c1ncc(Cl)c(Cl)c1Cl	u	1%	12%	-8%	-2%	-11%	4%	-9%
Cc1ccccc1Nc1nc(N)nc(CN2CCN(c3ccccn3)CC2)n1	6%	-11%	4%	-4%	0%	3%	2%	x
COc1cc(CNCCSc2nnnn2C)cc(OC)c1OC	-11%	-8%	-16%	i	0%	-21%	4%	x
CCOC(=O)c1c(/N=C/c2cc([N+](=O)[O-])ccc2O)sc(C)c1C	-12%	-7%	93%[activator]	5%	1%	2%	-17%	-2%
O=C(COc1ncnc2scc(-c3ccccc3)c12)NCCN1C(=O)CSC1=O	5%	3%	3%	i	-6%	7%	8%	1%
Cc1nc2c(ccc3nc(NC(=O)C4CC4)sc32)s1	0%	3%	7%	1%	2%	-10%	3%	x

Part of the list above, showing only TRb-SRC2 inh, RECQ1 helicase and GAA spleen mod.
| structure | TRb-SRC2 inh | RECQ1 helicase | GAA spleen mod |
| --- | --- | --- | --- |
| CC1(C)CC(=O)C2=C(C1)N(c1cccc(Cl)c1)C(=O)NC2(C(F)(F)F)C(F)(F)F | -6% | -2% | -6% |
| O=C(CSc1ccccc1C(=O)O)NCc1ccccc1 | -6% | -2% | -17% |

Quoted at random: six compounds from above, in no set order.
SMILES	GAA inh	GAA spleen mod	GoLoco inh red	RECQ1 helicase	TR SRC2 fluor cs	TRb-SRC2 inh	GAA glycogen	L3MBTL1 block
O=C(COc1ncnc2scc(-c3ccccc3)c12)NCCN1C(=O)CSC1=O	5%	3%	3%	i	-6%	7%	8%	1%
Cc1ccc(C(=O)Nc2ccc(N3CCOCC3)cc2)cc1	-5%	7%	x	2%	1%	4%	3%	-6%
O=C(O)CC1(Cc2nc(-c3cccs3)no2)CCCC1	-17%	-4%	-21%	-1%	-1%	0%	2%	x
CCN(CC(=O)Nc1ccccc1Br)C1CCCCC1	-8%	5%	6%	-3%	-6%	0%	1%	x
CC(NC(=O)C1CCN(S(=O)(=O)c2cnc[nH]2)CC1)c1ccccc1 (stereo not drawn)	-3%	3%	7%	-11%	3%	1%	-6%	14%
C=CCOc1c2ccc(C(=O)N(CC)c3ccc(OC)cc3)cc2nn1C	3%	2%	-9%	-16%	2%	-3%	-2%	-1%
